# Bioassay records: PubChem BioAssay, National Center for Advancing Translational Sciences (NCATS)
# Pol beta inh: DNA polymerase beta (human) inhibition; P06746; Pol beta primer extension/strand displacement, fluorescence kinetic; Potency, µM (doses to about 114 µM), without a hit: top-dose activity change, negative = inhibition, most hits filed as inhibitors; 1.3% of 340,000 active; AID 485314; also: potency is read from the fitted curve at half-maximal effect; % is scaled to controls: 0 for no effect and ±100 for the full control effect
#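 Pol beta (10 nM) and compounds were preincubated 15 min at room temperature, then 50 nM substrate (final) started primer extension/strand displacement. Reads were taken at 0 and 10 min; concentration-response data were fitted to a four-parameter Hill equation.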
# Tb PGK inh: T. brucei PGK inhibition | P07378 | PGK/GAPDH coupled, Kinase-Glo luminescence, 60 min | Potency, µM (doses to about 57.5 µM), for inactives: top-dose activity change, negative = inhibition, actives largely listed as inhibitors | 0.043% of 380,000 active | AID 602233; also: potency is read from the fitted curve at half-maximal effect; % is scaled to controls: 0 for no effect and ±100 for the full control effect; nearly all actives have a fitted effect of over 60% in size
#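 Luminescent ATP detection (Kinase-Glo Plus) follows a 60-minute room-temperature incubation, with wells lacking PGK as controls. Buffer: 100 mM TEA (pH 7.6), 5 mM MgCl2, 0.01% Tween-20. Coupling enzyme GAPDH (100 nM final) supplies unstable 1,3-BPG in-well.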
# Pol eta inh: DNA polymerase eta (human) inhibition | Q9Y253 | Potency, µM (series often up to 114 µM), for inactives: top-dose activity change, negative = inhibition, hits mostly inhibitors | recombinant Pol eta, fluorescent DNA replication assay | 1.2% of 390,000 active | AID 588591; also: potency is read from the fitted curve at half-maximal effect; % is scaled to controls: 0 for no effect and ±100 for the full control effect
#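 Pol eta (10 nM) was preincubated with compounds for 15 min at room temperature, after which fluorescent replication substrate (50 nM final) was added to start the reaction. Fluorescence was read kinetically at 0 and 10 min.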
# BLM helicase inh: Bloom syndrome helicase (human) inhibition. 0.2% of 350,000 active. Potency, µM (titrated, usually from 56.1 µM), for the others: at the highest dose activity change, negative = inhibition, actives largely listed as inhibitors. recombinant BLM DNA unwinding, fluorescence dequenching;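 also: potency is read from the fitted curve at half-maximal effect; plate controls were vehicle for no effect and no enzyme for full effect; nearly all actives have a fitted effect of over 35% in size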
# Pol kappa inh: blocks human DNA polymerase kappa activity | Q9UBT6 | purified Pol kappa, fluorescent DNA synthesis assay, 10 min | Potency, µM (series often up to 107 µM), inactives show top-dose activity, negative = inhibition, usual class: inhibitors | 0.53% of 400,000 active; also: potency is read from the fitted curve at half-maximal effect; % is scaled to controls: 0 for no effect and ±100 for the full control effect
#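 Kinetic fluorescence screen: compound preincubated 15 min RT with 10 nM enzyme; 50 nM substrate (final) initiates; reads at 0/10 min.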
# Anesthetic bind: candidate novel general anesthetic via apoferritin binding; P02791; apoferritin/1-aminoanthracene competitive binding, fluorescence; Potency, µM (series often up to 77.5 µM), for inactives: top-dose activity change, negative = displacement, most hits filed as inhibitors; 0.074% of 350,000 active; also: potency is read from the fitted curve at half-maximal effect; % is scaled to controls: 0 for no effect and ±100 for the full control effect; nearly all actives have a fitted effect of over 20% in size
#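 10 uM apoferritin + 50% sat. 1-AMA, PBS; cpd 10 min RT; Ex380/Em535 endpoint; normalized to free probe vs complex; 4-param Hill fit; propofol titration as pos. ctrl.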
# APEX1 inh: APE1 (human) endonuclease inhibition; P27695; recombinant APE1, TAMRA/BHQ-2 abasic DNA cleavage fluorescence; Potency, µM (highest dose often 65.8 µM), without a hit: at the top dose activity change, negative = inhibition, most hits filed as inhibitors; 0.35% of 350,000 active;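 also: potency is read from the fitted curve at half-maximal effect; plate controls were vehicle for no effect and reference inhibitor for full effect; nearly all actives have a fitted effect of over 55% in size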
# Target sequence (P27695 whole entry, looked up): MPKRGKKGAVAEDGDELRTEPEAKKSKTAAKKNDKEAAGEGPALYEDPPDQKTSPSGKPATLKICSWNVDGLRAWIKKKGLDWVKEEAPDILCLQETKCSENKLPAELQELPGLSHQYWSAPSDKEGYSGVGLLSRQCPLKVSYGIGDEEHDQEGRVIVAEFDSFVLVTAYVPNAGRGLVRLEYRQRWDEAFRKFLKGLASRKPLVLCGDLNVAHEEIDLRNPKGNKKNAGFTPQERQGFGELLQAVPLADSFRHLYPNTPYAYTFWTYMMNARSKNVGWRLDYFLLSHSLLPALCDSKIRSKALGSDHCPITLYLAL
#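 Kinetic fluorescence read (525 ex/598 em nm, three reads 60 s apart) of AP-site incision; signal = third minus first read. Enzyme 0.75 nM, dual-labelled THF duplex 50 nM, compound preincubation 15 min RT.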
# RXFP1 antag: antagonists of human relaxin receptor RXFP1. HEK293-RXFP1, relaxin-stimulated cAMP HTRF, 30 min; stronger effect = lower value. Q9HBX9. 0.59% of 350,000 active. activity change, negative = inhibition, % at 57.5 µM;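 active = activity change of -60% or lower, but not beyond a set lower limit; inconclusive = change between -60% and -40%, or beyond the set limit; inactive = change above -40%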; also: % is scaled to controls: 0 for no effect and ±100 for the full control effect
# POLI inh: blocks human DNA polymerase iota activity; AID 588590; Pol iota fluorescent replication assay, 10 min; Potency, µM (titrated, usually from 115 µM), for inactives: at the highest dose activity, negative = inhibition, hits mostly inhibitors; Q9UNA4; 1% of 390,000 active; also: potency is read from the fitted curve at half-maximal effect
# Target sequence (Q9UNA4 whole entry, looked up): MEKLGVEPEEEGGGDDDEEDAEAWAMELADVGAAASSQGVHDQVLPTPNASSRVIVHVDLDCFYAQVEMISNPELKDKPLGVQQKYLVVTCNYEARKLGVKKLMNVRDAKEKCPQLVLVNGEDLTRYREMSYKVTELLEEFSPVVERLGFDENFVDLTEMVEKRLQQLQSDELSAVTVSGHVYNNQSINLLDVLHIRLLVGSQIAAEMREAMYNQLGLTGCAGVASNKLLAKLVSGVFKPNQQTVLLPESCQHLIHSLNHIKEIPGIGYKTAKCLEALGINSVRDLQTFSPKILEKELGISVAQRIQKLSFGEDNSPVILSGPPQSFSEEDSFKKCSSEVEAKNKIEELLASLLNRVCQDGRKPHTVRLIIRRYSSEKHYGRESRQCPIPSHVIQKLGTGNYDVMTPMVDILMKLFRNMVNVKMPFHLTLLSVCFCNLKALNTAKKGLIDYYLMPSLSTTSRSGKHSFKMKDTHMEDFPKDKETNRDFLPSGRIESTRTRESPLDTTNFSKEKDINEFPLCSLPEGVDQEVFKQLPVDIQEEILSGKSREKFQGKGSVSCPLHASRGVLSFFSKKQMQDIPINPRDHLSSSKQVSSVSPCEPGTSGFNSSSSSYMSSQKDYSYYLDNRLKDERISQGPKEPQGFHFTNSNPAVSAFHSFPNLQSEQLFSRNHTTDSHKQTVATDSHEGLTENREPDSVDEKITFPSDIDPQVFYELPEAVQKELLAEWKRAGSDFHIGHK
#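 Fluorescent replication assay read twice, at 0 min and 10 min after adding 50 nM (final) substrate. Enzyme (10 nM) and compounds were first incubated 15 min at room temperature; enzyme-free buffer wells were negative controls.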
# Starred values were filed as active, the others as inactive; i = inactive; ? = inconclusive; . = not tested or not shown; & = joins results of further samples; [ ] = dose if it differs, or a comment. Unless noted, calls follow the shape of the dose curve; as a rule, active = well fitted curve in the direction sought with a large enough effect; inconclusive = small, poorly fitted or top-dose-only effect, or another doubt; inactive = no such curve, though single readings can be large; an effect the other way counts as inactive or inconclusive.
SMILES,Pol beta inh,Tb PGK inh,Pol eta inh,BLM helicase inh,Pol kappa inh,Anesthetic bind,APEX1 inh,RXFP1 antag,POLI inh
CC(/C=N/NC(=O)c1cc(C(C)C)[nH]n1)=C\c1ccccc1,0%,5%,12%,3%,-3%[60.1 µM],-11%,1%,-11,37%[activator]
COc1ccc(NC(=O)CN(C)C(=O)CCNS(=O)(=O)c2ccc(Br)cc2)cc1,31%,8%,-21%,-1%,2%,-14%,8%,3,20%
Cc1ccc(Cl)cc1NS(=O)(=O)Cc1ccccc1,8%,-5%,-22%,-9%,-5%,?,3%,-25,44%[activator]
COCCNC(=O)C(=O)NNS(=O)(=O)c1ccc2ccccc2c1,18%,-3%,-14%,0%,-2%,0%,5%,-25,63%[activator]
CCN1CCN(CC(=O)Nc2c(OC)cccc2OC)CC1,1%,-1%,-9%,-2%,5%,-10%,6%,-6,138%[activator]
CN(C)c1ccc2c3c(cccc13)C(=O)N(c1ccccc1)C2=O,-9%,.,.,-1%,.,-8%,1%,.,.
COc1cccc(C(=O)NC(C)CCc2ccccc2)c1 (stereo not drawn),2%,i,-9%,0%,14%,-9%,14%,-2,26%
CC1CCCCN1C(=O)CSc1ccc(-c2ccc(F)cc2)nn1 (stereo not drawn),24%,0%,-8%,-1%,-1%,6%,11%,-21,17%
O=C(CCCN1C(=O)/C(=C\c2ccccc2)SC1=S)Nc1ccc(O)cc1,-27%,2%,10%,-11%,-22%,?,-5%,-17,79%[activator]
Cc1ccc(-n2ncc3c(N4CCC(C(N)=O)CC4)ncnc32)cc1,8%,8%,-19%,1%,-7%[60.1 µM],-3%,.,5,19%
CCCCn1c(N)c(N(CC(C)C)C(=O)CN2C(=O)NC3(CC(C)CC(C)(C)C3)C2=O)c(=O)[nH]c1=O (stereo not drawn),.,-9%,-4%,.,3%,.,21%,-6,26%
CCC(C)(C)NC(=O)C(c1ccco1)N(C(=O)CNC(=O)c1cccs1)c1cccnc1 (stereo not drawn),-14%,i,-7%,3%,0%,4%,-4%,-6,-13%
CN1C(=O)c2ccc(C(=O)NCc3ccco3)cc2C1=O,27%,-2%,-15%,-2%,-9%,-10%,31%,3,1%
COc1ccc(N2CCN(CCCNS(=O)(=O)c3ccc4c(c3)oc(=O)n4C)CC2)cc1,6%,i,1%,3%,-6%,-4%,-3%,1,-7%
COc1ccc(N(Cc2ccccc2)C(=O)c2ccccc2[N+](=O)[O-])cc1,0%,0%,?,6%,-12%,?,7%,1,7%
c1cncc(-c2nc3ccccn3c2Nc2ccc3c(c2)OCCO3)c1,-2%,0%,0%,-1%,-18%,-9%,-3%,-11,7%
COC(=O)C1=CN(c2ccc(F)cc2)C=C(C(=O)OC)C1c1ccc([N+](=O)[O-])cc1,-18%,-4%,-4%,-10%,-5%,-18%,33%,-7,11%
CCOc1ccc(C(N)=O)cc1OC,13%,0%,-14%,2%,4%,-5%,-10%,-4,5%
Nc1nc(CN2CCN(c3ccccn3)CC2)nc(Nc2ccc(F)cc2)n1,-4%,0%,0%,-1%,-19%,-2%,-5%,8,20%
Cc1c(C)c2cc(Cl)c(OCC(=O)NCCCn3ccnc3)cc2oc1=O,22%,-11%,-7%,5%,11%,-7%,48%,7,14%
O=S(=O)(NCc1c(Cl)cccc1Oc1ccccc1)c1ccc(F)cc1,1%,6%,-10%,-20%,-21%,5%,?,-35,-7%
O=C(NCc1ccco1)C1CC(c2ccc(F)cc2)=NO1 (stereo not drawn),64%[activator],-7%,-10%,-2%,-5%,-4%,9%,-4,31%[activator]
O=C(NCCN1CCCC1)C(c1ccccc1)c1ccccc1,11%,0%,1%,-4%,-13%,-13%,39%,-1,?
Cc1nc2ccn(Cc3ccccc3)c(=O)c2cc1C(=O)N1CCN(c2ccccc2F)CC1,81%,11%,-15%,0%,2%,-14%,.,.,18%
CC(=O)Nc1c2c(nn1-c1cccc(Cl)c1)CS(=O)C2 (stereo not drawn),16%,-5%,-14%,3%,9%,-3%,-3%,.,-10%
SMILES,Pol beta inh,Tb PGK inh,Pol eta inh,BLM helicase inh,Pol kappa inh,Anesthetic bind,APEX1 inh,RXFP1 antag,POLI inh
COC(=O)c1oc2ccc(Cl)cc2c1-n1cccc1,-16%,1%,-23%,-8%,-6%,-9%,-2%,-20,9%
COc1ccc(S(=O)(=O)N2CCN(C(=S)Nc3ccc(S(N)(=O)=O)cc3)CC2)cc1,6%,-5%,-18%,-5%,-11%,-19%,13%,4,28%
Cc1noc(C)c1S(=O)(=O)N(C)C[C@H]1Oc2ccc(NC(=O)CCC(F)(F)F)cc2C(=O)N([C@H](C)CO)C[C@@H]1C,.,-1%,1%,.,-1%,.,11%,.,9%
O=C(O)CCCNC(=O)C(c1ccccc1)c1ccccc1,1%&-21%,-3%&2%,-7%&-1%,4%&-2%,2%&-15%,-1%&-7%,-4%&7%,-2&-1,156%&120%[activator]
O=C(NCc1nnc(SCc2ccc(F)cc2)n1-c1ccc(F)cc1)C12CC3CC(CC(C3)C1)C2,2%,-4%,-24%,-2%,-3%,-5%,7%,-3,11%
CCOCCCNC(=O)C(NC(=O)c1cnccn1)c1ccc(OC)cc1 (stereo not drawn),36%,-1%,5%,-7%,-24%,-7%,9%,3,5%
O=C(/C=C/c1ccccc1)Oc1cccc(C(=S)N2CCOCC2)c1,2%,-1%,-24%,-6%,0%,-23%,-1%,-16,29%
CCOc1ccc(-c2nnc3sc(COc4ccc(Cl)cc4)nn23)cc1,?,-1%,?,-3%,-23%,-11%,3%,-3,2%
N#CCSc1nc2scc(-c3cccs3)c2c(=O)n1CCc1ccccc1,27%,3%,-2%,-5%,-4%,-11%,-4%,11,10%
Cc1ccc(CC2SC(=O)NC2=O)cc1Cl (stereo not drawn),8%,15%,-5%,2%,-4%,0%,5%,0,-4%
CC(C)CN(CC(C)C)c1nn[nH]n1,.,-1%,-15%,.,6%,.,.,-8,21%
COC(=O)CNC(c1ccccc1)c1cc(C)ccc1NC(=O)c1cccc(Cl)c1 (stereo not drawn),-1%,1%,-13%,-9%,-13%,-9%,5%,2,-2%
COc1ccc2ccccc2c1/C=N\NC(=O)c1cccnc1,.,i,-10%,.,-3%,.,.,-29,31%[activator]
CN(C)S(=O)(=O)N(CC(=O)Nc1ccc(S(=O)(=O)N2CCCC2)cc1)c1ccccc1,-11%,i,-10%,-5%,-12%,0%,15%,-22,2%
COc1cccc(OC)c1C(=O)Nc1cccc(-c2nc3cc(C)cc(C)c3o2)c1,0%,i,-1%,-6%,2%,-9%,.,.,-7%
CCOC(=O)C1CCCN(S(=O)(=O)c2cc(-c3cc(C)no3)ccc2OC)C1 (stereo not drawn),-19%,-10%,-14%,-2%,4%[60.1 µM],1%,.,-10,.
O=C(COc1ccc(F)cc1)Nc1nnc(S(=O)(=O)N2CCCC2)s1,-1%&21%,-8%&-7%,-24%&6%,-3%&1%,1%&-12%,-9%&-9%,5%,-16,-4%&-8%
Cc1ccc(Nc2nnc(SC/C(O)=C(\C#N)c3nc4ccccc4[nH]3)s2)c(C)c1,-13%,2%,32µM*,-5%,-30%,-15%,10%,.,?
O=C(NCCCN1CCCC1=O)C1CCCO1 (stereo not drawn),38%,3%,2%,-2%,-15%,-2%,-6%,4,134%[activator]
COc1cc2c(cc1NC(=O)CSc1cccc[n+]1[O-])oc1ccccc12,1%,-1%,-11%,6%,0%,6%,13%,-5,24%
O=C(O)C1C2C=CC(C2)C1C(=O)NCc1cccs1 (stereo not drawn),?,-13%,-13%,-3%,0%,?,?,0,47%[activator]
COc1cc(CN(C(=O)c2ccccc2Br)c2ccccn2)cc(OC)c1OC,1%,i,-24%,-2%,3%,1%,.,.,36%[activator]
Cc1coc2c1C(=O)C(=O)c1c-2ccc2c(C)cccc12,20µM*,-13%,28µM*,?,79µM*,-10%,-4%,.,?
Cc1cc(C(=O)OCC(=O)Nc2ccccc2[N+](=O)[O-])c2ccccc2n1,38%,2%,-2%,1%,-5%,-6%,10%,-6,11%
CCn1cc(C(=O)NCCCOC(C)C)c(=O)c2cc(S(=O)(=O)N3CCC(C)CC3)ccc21,16%,0%,-20%,-2%,-5%,-10%,16%,-13,45%

# Three compounds already listed, sorted by the value under Tb PGK inh, falling.
Compound | Tb PGK inh
Cc1nc2ccn(Cc3ccccc3)c(=O)c2cc1C(=O)N1CCN(c2ccccc2F)CC1 | 11%
COc1ccc(NC(=O)CN(C)C(=O)CCNS(=O)(=O)c2ccc(Br)cc2)cc1 | 8%
CCOCCCNC(=O)C(NC(=O)c1cnccn1)c1ccc(OC)cc1 (stereo not drawn) | -1%

# More compounds:
SMILES,Pol beta inh,Tb PGK inh,Pol eta inh,BLM helicase inh,Pol kappa inh,Anesthetic bind,APEX1 inh,RXFP1 antag,POLI inh
COC(=O)CCCC1=CC2=CC(=O)C(C)(OC(=O)c3cccs3)C(=O)C2=CN1CCc1c[nH]c2ccccc12 (stereo not drawn),-15%,4%,-4%,-11%[12.4 µM],?,-11%,-10%[12.4 µM],.,50µM*
Cc1ccc(CNC(=O)CCn2nc(-c3ccc(Cl)cc3)ccc2=O)cc1,-26%,-7%,-4%,1%,4%,?,-6%,-19,2%[58.9 µM]
CCOCCCn1c(=N)c(C(=O)NCC2CCCO2)cc2c(=O)n3cc(C)ccc3nc21 (stereo not drawn),6%,i,-7%,19%,8%,81%[activator],.,.,30%
Cc1cn2c(-c3ccncc3)nnc2s1,18%,i,-11%,0%,7%,-5%,0%,-7,8%
Cc1nc(SCC(=O)N(CC(C)C)C2CCS(=O)(=O)C2)c2c(C)c(C)sc2n1 (stereo not drawn),.,2%,-27%,.,-10%,.,11%,-6,34%[activator]
Cc1cccc(-c2noc(CNC(=O)c3ccc(C)cc3C)n2)c1,-1%,-6%,-23%,-2%,-18%,-11%,.,-9,14%
COc1cc(OC)nc(NC(=O)COC(=O)c2cccc(Cl)c2)n1,30%,2%,3%,-1%,-19%,-3%,17%,7,70%[activator]

# The list is partial (hit frequency here may not be typical).
